BAZ2B inh: blocks human BAZ2B. AID 504333. Potency, µM (titrated, usually from 114 µM), without a hit: at the top dose activity change, negative = inhibition, most hits filed as inhibitors. Q9UIF8. AlphaScreen BAZ2B-H3K14Ac peptide displacement. 360,000 tested, 4.4% active; further: potency means the concentration at half of the fitted maximal effect; on the % scale 0 is the no-effect control and ±100 the full control effect; nearly all actives have a fitted effect of over 60% in size
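Multi-concentration screen (max 110 uM) measuring displacement of acetylated histone H3 peptide from BAZ2B by AlphaScreen, using 50 nM protein, 50 nM peptide and 10 ug/mL streptavidin donor plus Ni-chelate acceptor beads.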
PI4K2A block: inhibitors of human PI4K2A. Q9BTU6. 420,000 tested, 0.13% active. activity change, negative = inhibition, % at 76.9 µM. purified PI4K2A, ADP-Glo luminescence, 1 h; active compounds read low. AID 1346378; in the data active means activity change below about -50%; inconclusive means mostly about -30% to -49%;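 further: -100% = wells without enzyme as full effect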
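ADP-Glo luminescence measured ADP generated by PI4K2A enzyme (4 ug/mL before mixing) with 1.2 mM PI substrate (pre-mix) and 300 microM ATP (pre-mix). Tris pH7.5 buffer with MgCl2, Triton X-100; 1 h reaction at ambient temperature.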
GLS inhibitor: blocks human kidney-isoform glutaminase activity. O94925. GLS enzymatic activity, qHTS titration. Potency, µM (doses to about 45.5 µM), for inactives: top-dose activity change, negative = inhibition, most hits filed as inhibitors. 410,000 tested, 0.21% active. AID 624170; further: potency means the concentration at half of the fitted maximal effect; on the % scale 0 is the no-effect control and ±100 the full control effect
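Glutamate formation by hKGA was monitored fluorometrically using coupled glutamate oxidase, HRP and Amplex Red. Substrate was added as 1 mM L-glutamine solution; incubation was 30 min at RT after an initial read.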
RGS4 inh: blocks human RGS4-accelerated GTP hydrolysis. 390,000 tested, 0.039% active. P49798. Potency, µM (doses to about 114 µM), for inactives: top-dose activity change, negative = inhibition, actives largely listed as inhibitors. Transcreener GDP fluorescence polarization, RGS4-accelerated GTP hydrolysis; further: potency means the concentration at half of the fitted maximal effect; on the % scale 0 is the no-effect control and ±100 the full control effect; nearly all actives have a fitted effect of over 75% in size; some results filed as inactive show a strong effect at the top dose
Target sequence (P49798 whole entry, looked up): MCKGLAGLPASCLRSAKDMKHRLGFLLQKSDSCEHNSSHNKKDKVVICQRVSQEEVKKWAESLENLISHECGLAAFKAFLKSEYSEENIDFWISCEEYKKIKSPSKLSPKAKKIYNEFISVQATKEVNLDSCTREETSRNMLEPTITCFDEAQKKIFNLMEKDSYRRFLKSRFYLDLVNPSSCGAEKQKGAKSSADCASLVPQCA
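MLSMR compounds (23 nl, pin-transferred) preincubated 10 min at room temperature with a 500nM (2x) first reagent, then RGS4 at 900nM (2x) plus Transcreener GDP mix added; fluorescence polarization (620/688 nm) read before and after 90 min at 30 °C.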
12-LOX inh: blocks human arachidonate 12S-lipoxygenase | 580,000 tested, 1.1% active | P18054 | Potency, µM (titrated, usually from 108 µM), for inactives: at the top dose activity change, negative = inhibition, usual class: inhibitors | purified 12hLO, xylenol orange hydroperoxide absorbance; further: potency means the concentration at half of the fitted maximal effect; on the % scale 0 is the no-effect control and ±100 the full control effect
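Hydroperoxide product was detected by ferrous iron/xylenol orange as the 573 to 405 nm absorbance ratio. Arachidonic acid at 40 uM (final) was turned over for 30 min at room temperature by 150 nM human 12hLO, pH 7.0 Hepes buffer, after 15 min compound preincubation.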
G9a inh: inhibitors of human histone lysine methyltransferase G9a. Q96KQ7. G9a H3K9 monomethylation, AlphaScreen, 2 h. Potency, µM (series often up to 102 µM), inactives show top-dose activity, negative = inhibition, hits mostly inhibitors. 350,000 tested, 8.8% active. AID 504332; further: potency means the concentration at half of the fitted maximal effect; on the % scale 0 is the no-effect control and ±100 the full control effect; nearly all actives have a fitted effect of over 75% in size
Target sequence (Q96KQ7 913-1193 limits assumed): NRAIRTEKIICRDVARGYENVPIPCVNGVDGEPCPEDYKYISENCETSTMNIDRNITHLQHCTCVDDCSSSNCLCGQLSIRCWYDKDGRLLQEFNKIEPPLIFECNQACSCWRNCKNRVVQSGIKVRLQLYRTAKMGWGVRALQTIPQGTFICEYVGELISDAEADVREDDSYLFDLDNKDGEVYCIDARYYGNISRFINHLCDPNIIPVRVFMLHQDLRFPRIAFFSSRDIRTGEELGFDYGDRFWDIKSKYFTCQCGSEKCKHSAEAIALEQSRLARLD
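G9a (20 nM) preincubated 15 min RT with compounds, then 500 nM biotinylated H3K9 peptide and 20 uM SAM added; 2 h RT reaction. Monomethyl-H3K9 product detected by AlphaScreen with anti-H3K9me1 antibody, streptavidin donor and anti-rabbit IgG acceptor beads.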
ERG-DNA inh: blocks human ERG Ets domain binding to DNA; fluorescence polarization, His-ERG Ets domain / labelled DNA; Potency, µM (doses to about 76.9 µM), for the others: top-dose FP activity, negative = inhibition, hits mostly inhibitors; 370,000 tested, 0.028% active; AID 624246; active means well fitted inhibition curve with a large enough effect in the polarisation, with a control signal flat; inconclusive means small, poorly fitted or top-dose-only effect, or effect the other way, or a change in a side signal; inactive means no such curve, though single readings can be large or run the other way; the % refers to the polarisation;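 further: polarization taken with two DNA probes labelled with fluorescein and Texas red; potency means the concentration at half of the fitted maximal effect; % of control where 0% means no effect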
Target sequence (P11308 whole entry, looked up, the tested form may be a part): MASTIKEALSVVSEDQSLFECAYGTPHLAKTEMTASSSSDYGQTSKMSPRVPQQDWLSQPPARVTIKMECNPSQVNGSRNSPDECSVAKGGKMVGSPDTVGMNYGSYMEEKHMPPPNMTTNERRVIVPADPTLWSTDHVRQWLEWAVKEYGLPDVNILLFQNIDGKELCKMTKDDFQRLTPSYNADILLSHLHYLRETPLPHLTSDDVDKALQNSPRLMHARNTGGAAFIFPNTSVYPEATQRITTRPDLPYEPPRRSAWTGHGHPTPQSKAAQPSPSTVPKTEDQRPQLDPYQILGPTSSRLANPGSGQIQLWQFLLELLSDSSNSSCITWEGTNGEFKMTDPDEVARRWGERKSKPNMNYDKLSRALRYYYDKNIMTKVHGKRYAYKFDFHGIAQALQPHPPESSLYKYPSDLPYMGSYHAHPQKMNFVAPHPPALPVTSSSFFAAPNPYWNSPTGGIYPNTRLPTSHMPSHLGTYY
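His-tagged ERG Ets domain (1 uM in the protein solution; 300mM KCl, 50mM Tris-HCl, 1mM EDTA, 1mM DTT, pH 7.5) received compound, then a probe mix of 5 nM fluorescein-DNA and 100nM Texas-615-DNA. Fluorescence polarization was read for both dyes.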
HP1b binding inh: inhibitors of HP1-beta chromodomain binding to methylated histone tails | 390,000 tested, 0.56% active | Potency, µM (highest dose often 114 µM), without a hit: at the top dose activity change, negative = inhibition, most hits filed as inhibitors | AlphaScreen HP1-beta / biotin-H3K9me3 peptide binding; further: potency means the concentration at half of the fitted maximal effect; nearly all actives have a fitted effect of over 70% in size; inactives centre near 23
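AlphaScreen: HP1-beta (50 nM) preformed 30 min with biotin-H3(1-18)K9me3 peptide (50 nM) in PBS pH 7.4, 0.01% Tween-20. Compound added for 30 min at RT, then streptavidin donor/nickel chelate acceptor beads (10 ug/mL) for 30 min.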
JMJD2A Tudor inh: inhibitors of human JMJD2A Tudor domain; AlphaScreen JMJD2A-Tudor / H3K4me3 peptide binding; Potency, µM (titrated, usually from 114 µM), without a hit: top-dose activity change, negative = inhibition, actives largely listed as inhibitors; 390,000 tested, 4.4% active; AID 504339; further: potency means the concentration at half of the fitted maximal effect; on the % scale 0 is the no-effect control and ±100 the full control effect; nearly all actives have a fitted effect of over 50% in size
* = called active by the depositor; ? = inconclusive; nt = not tested or not shown; & = joins results of further samples; [ ] = dose if it differs, or a comment. Unless noted, the call rests on the fitted dose curve; in most records, active means well fitted curve in the direction sought with a large enough effect; inconclusive means small, poorly fitted or top-dose-only effect, or another doubt; inactive means no such curve, though single readings can be large; an effect the other way counts as inactive or inconclusive. This is a subset; rates above refer to the full screens.

SMILES	BAZ2B inh	PI4K2A block	GLS inhibitor	RGS4 inh	12-LOX inh	G9a inh	ERG-DNA inh	HP1b binding inh	JMJD2A Tudor inh
Cc1ccc(-c2csc3ncnc(SCC(=O)NCc4ccc5c(c4)OCO5)c23)cc1	5%	-1	0%	-8%	2%	12%[0.501 µM]	nt	15%	-15%
CC(C)Cn1c(N)c(C(=O)COC(=O)c2cc(-c3ccco3)nc3ccccc23)c(=O)n(C)c1=O	79µM*	-13	?	?	?	?	10%	?	40µM*
CCOc1ccc2oc(C(=O)Nc3nccs3)c(C)c2c1	nt	-3	-1%	17%	167%[activator]	nt	-5%	19%	?
COc1ccc(Cl)cc1NS(=O)(=O)c1c(C)nc2sccn2c1=O	0%	-9	-10%	0%	14%	-8%	21%	11%	-17%
CNS(=O)(=O)c1cn(CC(=O)N(C)Cc2ccccc2)cc1S(=O)(=O)NC	0%	-3	0%	-5%	0%	12%	-3%	63%[activator]	-17%
COCc1cc(C)nc2sc3c(c12)NC(c1ccc(O)cc1)N(c1ccc(C)cc1)C3=O (stereo not drawn)	11%	1	7%	?	?	36%[59 µM]	1%	41%[activator]	-14%
Cc1ccccc1Cn1nc(C)c(NC(=O)c2ccccc2)c1C	-5%	0	4%	-5%	-10%	0%	-7%	9%	-7%
CCN(CC)C(=O)Cn1cc(C(=O)C(=O)N2CC=C(c3ccccc3)CC2)c2ccccc21	-5%	-2	3%	-14%	-2%	50µM*	0%	36%	-18%
O=C(Nc1cc(NC(=O)c2ccccc2Cl)ccc1Cl)c1ccccc1	0%	-5	2%	5%	-18%	4%[59 µM]	6%	13%	-17%
CN1CCC(=NNc2ccc(S(=O)(=O)N3CCOCC3)cc2[N+](=O)[O-])CC1	-12%	0	0%	-19%	8%	-22%[59 µM]	6%	-12%	-26%
CCN(C[C@H]1N[C@@](CC)(C(=O)OC)[C@H]2C(=O)N(Cc3ccccc3)C(=O)[C@@H]12)C(C)=O	nt	-1	0%	7%	-20%	nt	0%	18%	-25%
CCCOC(=O)c1c(-c2ccccc2)c(-c2ccccc2)nn(C)c1=O	-5%	1	8%	-38%	-13%	?	-4%	16%	-23%
CC(=O)Nc1ccc(NC(=O)C2CCCN2C(=O)Nc2ccc(F)c([N+](=O)[O-])c2)cc1 (stereo not drawn)	-12%	-1	0%	21%	0%	-5%	-1%	0%	-5%
O=C(COC(=O)c1cnc(Cl)c(Cl)c1)c1ccc(F)cc1	nt	1	6%	7%	-6%	nt	1%	42%[activator]	1%
COC(=O)[C@]1(C)CCC[C@@]2(C)C3CC[C@]4(OC(C)=O)C[C@@]3(CCC21)CC4=NO (stereo partly drawn)	-4%	-1	10%	20%	10%	3%[0.501 µM]	-4%	16%	-23%
CS(=O)(=O)c1ccc(C(=O)N(Cc2ccccc2)c2ccccc2)cc1	-3%	5	-2%	13%	?	45µM*	1%	4%	-21%
COC(=O)Cn1cc(C(=O)C(F)(F)F)c2ccccc21	-10%	-1	-10%	-20%	9%	14%	-7%	38%[activator]	16%
COc1ccccc1OCC(=O)Nc1ccc(S(=O)(=O)Nc2cc(C)nc(C)n2)cc1	-2%	3	3%	-36%	0%	-37%[12.7 µM]	4%	30%	-3%
CCOc1ccc2[nH]c(=O)c(CN(CCCN3CCOCC3)Cc3nnnn3Cc3ccc(OC)cc3)cc2c1	-8%	1	-7%	2%	-14%	nt	10%	11%	-15%
Cc1ccccc1OCCn1cc(C(=O)C2CCCCC2)c2ccccc21	40%[activator]	1	-6%	-6%	?	42%[59 µM]	14%	120%[activator]	1%
COc1ccc(-n2cc(-c3ccc(Cl)cc3)[nH]c2=S)cc1	-2%	7	-26%	-15%	-28%	nt	0%	47%[activator]	0%
CC(C)c1nnc2c(N(C)S(=O)(=O)c3ccccc3)nc3ccccc3n12	-3%	3	-1%	18%	13%	-1%	-24%	37%[activator]	-10%
CCC(C)[C@H](N)c1cn([C@@H](Cc2ccc(O)cc2)C(=O)N2CCNCC2)nn1 (stereo partly drawn)	-15%	-2	20%	1%	-25%	-20%[59 µM]	2%	13%	-19%
COc1ccc(OC)c(/C=N/N=C(\N)c2nonc2N)c1	-26%	-5	1%	1%	130%[activator]	-17%	8%	18%	-25%
COc1ccc(Nc2nc3c(S(=O)(=O)c4ccc(Br)cc4)nnn3c3ccsc23)c(OC)c1	-13%	4	-1%	8%	-12%	-17%[59 µM]	2%	22%	-13%
O=C(C1COc2ccccc2O1)N1CCN(c2ccccc2O)CC1 (stereo not drawn)	-6%	-5	-3%	-13%	22%	21%[12.7 µM]	2%	15%	-28%
Cc1cc(C(=O)N/N=C/c2c(C)n(C)c3ccccc23)n[nH]1	-28%	3	0%	4%	1%	15%	-3%	9%	-19%
Cc1nc(NS(=O)(=O)c2ccccc2)sc1C(C)(C)C	9%	0	19%	-13%	-17%	-17%[59 µM]	nt	-1%	-19%
O=C(Nc1ccc(F)cc1Cl)n1ncc2cc(Cl)ccc21	-9%	-1	3%	8%	-22%	-8%[59 µM]	1%	13%	-7%
NC(=O)CC(NC(=O)c1cccc(Br)c1)c1ccc(N2CCC(N3CCCC3)CC2)c([N+](=O)[O-])c1 (stereo not drawn)	-1%	5	-8%	-13%	?	-28%[12.7 µM]	2%	33%	-33%
CC(/C=N/NC(=O)c1nn(C)c(C)c1Br)=C\c1ccccc1	-19%	-3	2%	-21%	8%	7%[59 µM]	nt	35%	-22%
COc1ccccc1-c1ocnc1C(=O)N1CCN(S(=O)(=O)c2ccc(NC(C)=O)cc2)CC1	4%	-3	-7%	-46%	0%	14%	-4%	28%	0%
Brc1ccccc1-c1nnc2sc(-c3ccc4c(c3)OCCO4)nn12	1%	-4	13%	-33%	5%	6%[12.7 µM]	nt	15%	-18%
Cc1cc(C)c2c(n1)nn1c(NCCCN3CCOCC3)cc(C)nc21	nt	-5	-1%	29%	0%	nt	1%	6%	-4%
CCOC(=O)N1CCc2c(sc3c2c(=O)n(-c2ccc(Cl)cc2)c(=O)n3Cc2cccc(OC)c2)C1	7%	-6	-8%	27%	-13%	15%[59 µM]	1%	33%	-12%
Cc1cc(C(=O)NCc2ccc(S(N)(=O)=O)cc2)ccc1[N+](=O)[O-]	-9%	-3	0%	-17%	0%	-11%[59 µM]	5%	59%[activator]	-12%[57.1 µM]
CCOC(=O)CSc1nnc(NC(=O)c2ccc3c(c2)OCO3)s1	-3%	2	5%	-29%	3%	45%[activator]	-6%	3%	-10%
CCCn1c(SCC(=O)NCC(=O)Nc2ccc(F)c(F)c2F)nc2ccccc2c1=O	-1%	1	23%	-17%	?	16%[12.7 µM]	-12%	20%	?
COC(=O)c1cc(NC2c3ccccc3C(=O)N2c2cccnc2)cc(C(=O)OC)c1 (stereo not drawn)	8%	-4	5%	15%	7%	?	8%	35%	-22%
Cc1ccc2oc(C(=O)N3CCN(Cc4nccn4C)CC3)c(C)c2c1	?	6	-2%	11%	-1%	-8%[0.0925 µM]	3%	16%	-30%
CCCCNC(=O)c1ccc(CS(=O)(=O)c2ccc(OC)cc2)o1	11%	-2	0%	-16%	456%[activator]	-12%	-5%	45%[activator]	-5%
CC(C)(C)C1=C(C#N)C(c2ccc3c(c2)OCO3)C(C#N)=C(N)O1 (stereo not drawn)	?	1	-6%	-6%	?	?	-11%	16%	-25%
COC(=O)c1ccc(N2CCOCC2)c(NC(=O)c2ccc3c(c2)OCO3)c1	-4%	1	0%	-14%	20%	-6%	-2%	11%	-6%
CCn1cnc2c1c(=O)n(CC(=O)Nc1ccc3c(c1)OC(F)(F)O3)c(=O)n2Cc1ccccc1	-34%	-7	-1%	12%	-7%&0%	-3%[59 µM]	-1%	15%	0%
O=C(NCCCN=C1NS(=O)(=O)c2ccccc21)c1ccc(S(=O)(=O)N2CCOCC2)cc1	7%	3	10%	26%	-5%	15%[12.7 µM]	4%	11%	-4%
C=CCNCC#CCOc1ccc(OC)cc1	?	21	15%	26%	?	10µM*	-9%	?	6.3µM*
Cc1nc2nncn2c(N2CCN(c3ccccc3)CC2)c1C	-2%	4	4%	-7%	0%	2%[59 µM]	-1%	45%[activator]	-14%
O=C(N/N=C/c1ccsc1)C1CC1	5%	2	0%	-15%	2%	7%	-2%	19%	5%
COC(C[C@H]1O[C@@H]1C(=O)[C@H](C)OCc1ccccc1)OC	nt	-1	3%	16%	-10%	nt	4%	37%	-10%
COc1ccc(N=Cc2sc(O)c3ccccc23)cc1	32%[activator]	6	?	-41%	?	?	0%	42%[activator]	8%
Cc1ccc2nsnc2c1S(=O)(=O)N1CCN(C(=O)C2CCCO2)CC1 (stereo not drawn)	6%	7	4%	8%	-19%	19%[59 µM]	3%	20%	2%

Taken from above.
`O=C(N/N=C/c1ccsc1)C1CC1` in JMJD2A Tudor inh has 5%
`Cc1ccc2nsnc2c1S(=O)(=O)N1CCN(C(=O)C2CCCO2)CC1` (stereo not drawn) in RGS4 inh has 8%
